Screening data from PubChem BioAssay.
M1 ag parental: counter-screen for M1 agonists: effect in parental CHO-K1 cells. 360,000 tested, 0.48% active. Fluo-8 calcium fluorescence; scaled to maximal ATP response, vehicle zero. activation, % at 3 µM; in the data active means activation above about 15%;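 further: untransfected CHO-K1 host cells lacking M1 receptor as counterscreen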
CHO-K1 Ca antag: M1 antagonist counterscreen hit in parental CHO-K1 cells | inhibition, % at 3 µM | AID 602250 | ATP-induced calcium, Fluo-8 fluorescence | 360,000 tested, 0.6% active;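 active means inhibition above a per-plate cutoff, the plate's mean sample inhibition plus 3 SD, cut at about 24% in these data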;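 further: 0% = DMSO plus EC80 ATP and 100% = DMSO alone without ATP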
TAAR1 agonist: human TAAR1 agonists, primary screen, Fluo-8 calcium fluorescence, CHO RD-HGA16 cells; Trace amine-associated receptor 1 (Homo sapiens), Q96RJ0; vehicle wells 0%, saturating PEA agonist 100%; activation, % at 3 µM; 360,000 tested, 0.99% active;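 active means activation above the mean activation of all test compounds in the run plus 3 SD, cut at about 38% in these data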
Target sequence (Q96RJ0 whole entry, looked up): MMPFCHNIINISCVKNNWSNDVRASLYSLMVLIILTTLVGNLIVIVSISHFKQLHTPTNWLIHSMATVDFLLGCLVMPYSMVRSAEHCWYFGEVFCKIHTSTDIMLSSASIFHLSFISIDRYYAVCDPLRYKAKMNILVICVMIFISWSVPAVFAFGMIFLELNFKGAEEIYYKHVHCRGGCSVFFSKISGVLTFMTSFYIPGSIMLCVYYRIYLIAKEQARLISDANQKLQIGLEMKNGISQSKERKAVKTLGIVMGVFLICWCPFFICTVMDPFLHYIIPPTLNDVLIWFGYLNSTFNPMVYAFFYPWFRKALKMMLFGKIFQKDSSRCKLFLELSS
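Assay system – CHO-derived RD-HGA16 cells with stable Gα16 and human TAAR1 · Compound dosing – one-point dosing at 3 µM (nominal) · Incubation – 17-24 h seeding, 75 min 37 °C dye, 30 min RT · Measured by – kinetic Fluo-8 calcium fluorescence · Control set – DMSO vehicle as 0%, PEA at EC100 as 100% · Repeats – single well for each compound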
TAAR1 antagonist: human TAAR1 antagonists, primary screen, Fluo-8 calcium fluorescence, CHO RD-HGA16 cells. Trace amine-associated receptor 1 (Homo sapiens), Q96RJ0. antagonist. inhibition, % at 3 µM. 360,000 tested, 1.5% active;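 active means inhibition above a per-plate cutoff, the mean inhibition of test compounds on that plate plus 3 SD, cut at about 49% in these data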;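 further: 0% = DMSO plus EC80 beta-PEA response and 100% = DMSO alone without agonist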
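Assay system: CHO-derived RD-HGA16 cells stably expressing human TAAR1 plus Gα16. Timing: 140 s kinetic read after compound, 140 s after agonist. Technique: kinetic Fluo-8 calcium fluorescence measurement. Measure: % inhibition of agonist calcium response.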
M1 PAM parental: nonselective calcium activators in parental CHO-K1 cells, primary screen, counter-screen for M1 PAM project, cell-based, Fluo-8 calcium fluorescence, full deck, 1536-well; 360,000 tested, 0.02% active; activation, % at 3 µM; ATP EC20; 0% at ATP EC20, 100% at ATP max; AID 602247, 2012;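 active means activation above the run cutoff, the mean activation of all test compounds plus 3 SD, cut at about 40% in these data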;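 further: peak over basal fluorescence ratio in a 140 s read after ATP addition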
CHO parental Ca: ATP-evoked calcium signal inhibitors, parental CHO, primary screen, counter-screen for OX1R antagonist project, cell-based, fluorescence, Fluo-8 calcium dye; parental CHO-K1, ATP-induced calcium, Fluo-8 fluorescence; 330,000 tested, 0.63% active; AID 463079, 2010; inhibition, % at 5.6 µM;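 active means inhibition above that plate's mean sample inhibition plus 3 SD, cut at about 26% in these data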;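 further: 0% = ATP-challenged DMSO wells and 100% = DMSO wells without ATP; some compounds past the cut are filed as inactive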
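Test system: untransfected parental CHO cell line. Compound: one dose, 5.6 µM nominal. Detection: intracellular calcium via Fluo-8 no-wash fluorescent dye. Measure: % inhibition. Benchmarks: ATP-challenged DMSO wells low, unchallenged DMSO wells high.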
M1 PAM: human M1 muscarinic receptor positive allosteric modulators, primary screen, CHO-K1 cells, Fluo-8 calcium fluorescence, 1536-well | activation, % at 3 µM | Muscarinic acetylcholine receptor M1 (Homo sapiens), P11229 | AID 588819, 2011 | 360,000 tested, 0.088% active | CHO-K1 hM1, ACh EC20; 0% = ACh EC20, 100% = maximal ACh; in the data active means activation above about 19%, passing the limit was not always enough
Target sequence (P11229 whole entry, looked up): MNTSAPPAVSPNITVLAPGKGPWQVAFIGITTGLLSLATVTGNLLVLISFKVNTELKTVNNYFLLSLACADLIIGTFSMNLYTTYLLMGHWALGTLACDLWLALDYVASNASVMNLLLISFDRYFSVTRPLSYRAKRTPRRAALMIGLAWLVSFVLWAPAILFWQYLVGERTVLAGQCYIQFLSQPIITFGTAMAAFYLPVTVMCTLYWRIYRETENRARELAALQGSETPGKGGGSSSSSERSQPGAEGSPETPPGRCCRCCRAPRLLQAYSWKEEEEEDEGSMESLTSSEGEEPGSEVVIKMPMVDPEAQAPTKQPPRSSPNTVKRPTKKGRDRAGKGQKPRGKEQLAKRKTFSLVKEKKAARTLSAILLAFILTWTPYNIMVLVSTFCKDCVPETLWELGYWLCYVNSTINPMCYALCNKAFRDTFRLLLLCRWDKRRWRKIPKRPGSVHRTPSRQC
M1 antag: human M1 muscarinic receptor antagonists, primary screen, CHO-K1 cells, Fluo-8 calcium fluorescence, 1536-well; inhibition, % at 3 µM; AID 588852, 2011; Muscarinic acetylcholine receptor M1 (Homo sapiens), P11229; 360,000 tested, 1.3% active; CHO-K1 hM1, ACh EC80 antagonist;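 active means percent inhibition above its own plate's cutoff, namely the mean of that plate's compound wells plus 3 SD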;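 further: peak over basal fluorescence ratio during 140 s after agonist addition; 0% = ACh EC80 plus DMSO and 100% = DMSO alone without agonist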
CHRM1 agonist: human M1 muscarinic receptor agonists, primary screen, Fluo-8 calcium fluorescence, CHO-K1 cells, HTS; 360,000 tested, 0.33% active; activation, % at 3 µM; CHO-K1 hM1, agonist mode; 0% DMSO, 100% acetylcholine EC100;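 active means activation above the run's mean compound activation plus 3 SD, cut at about 16% in these data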;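 further: peak over basal fluorescence ratio within a 140 s kinetic read after compound addition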
The depositor's hits bear a star; . = no result given; & = joins results of further samples. Only part of the results is shown; the hit share may differ from the screen's.

SMILES	M1 ag parental	CHO-K1 Ca antag	TAAR1 agonist	TAAR1 antagonist	M1 PAM parental	CHO parental Ca	M1 PAM	M1 antag	CHRM1 agonist
O=C(c1ccc2c(c1)OCO2)C1CCCN(Cc2ccc(F)c(F)c2)C1 (stereo not given)	-0.3	-12	-1	5	15	-7	-24	70*	-7
COc1ccc(CCNCc2ccc(C)s2)cc1OC	0.5	-2	1	5	1	-6	-7	4	-16
COc1ccc(C(=O)C2CCCN(Cc3ccc(C)s3)C2)c(OC)c1 (stereo not given)	0.9	-9	1	-13	11	-3	-8	1	-7
Oc1ccc(CCNCc2cc3c(cc2Br)OCO3)cc1	1.5	0	5	3	-8	.	-2	-1	-7
COc1ccc(CN2CCN(C(=O)Cc3ccccc3)CC2)cc1Br	0.4	3	0	4	-4	-11	3	-9	-6
O=C(Cc1ccccc1)OCc1ccccc1	-0.3	-18	9	6	13	-3	9	-10	-10
CC(=O)c1ccc(NC(=O)N2C[C@H]3C[C@@H](C2)c2cccc(=O)n2C3)cc1	-0.1	2	2	-4	6	-10	1	2	-6
CCCCn1nc(C)c(C(=O)O)c1Cl	1.4	-3	-2	-13	25	-5	11	-20	-3
Cc1ccnc(-n2c(-c3ccccc3)nc3ccccc3c2=O)c1	0.9	-15	8	-3	-7	-5	-5	0	-3
COc1ccc(C(CC(=O)N2CCC3(CC2)OCCO3)NS(=O)(=O)c2ccc(C)cc2)cc1 (stereo not given)	0.3	-7	11	-12	17	-24	8	-5	-5
O=c1[nH]c(=O)n(-c2cccc(Cl)c2)c(O)c1/C=N/c1ccccn1	-0.1	-4	5	2	-1	-12	6	-44	1
Cc1ccc(N=Cc2c(O)n(-c3ccc(C)cc3)c(=O)[nH]c2=O)cc1	0.2	-2	10	-4	8	-12	4	-2	-3
CCOc1ccc(NC2=NCCCS2)cc1	0.2	12	-2	10	-22	-8	-12	22	-11
c1ccc(C2(NC3=NCCO3)CCCCC2)cc1	-0.2	9	10	-12	-2	.	4	-12	-8
CNc1ccc2nc3ccccc3[n+](C)c2c1	0.6	-9	3	-12	-7	6	-2	-4	-10
O=C(NC(Cc1ccccc1)C(=O)N1CCC2(CC1)OCCO2)C1CCCCC1 (stereo not given)	2.1	1	4	2	9	-5	-7	12	-2
CC(=O)N(C1=NCCCS1)c1ccc(Cl)cc1	2.7	-20	1	8	20	-10	8	-15	-7
COC(=O)CC1=C(C(=O)OC)C2(C(=O)N(C)c3ccccc32)C(C#N)=C(N)O1 (stereo not given)	-0.1	-6	2	0	5	-7	8	-11	-3
CC(C)C(=O)N1CCN(CCN=Cc2c(O)n(C)c(=O)n(C)c2=O)CC1	1.2	-13	1	-15	27	-2	2	-4	-5
C[n+]1c(-c2ccccc2)sc2ccccc21	0.3	-4	5	4	16	-8	8	-8	-9

Following part.
SMILES	M1 ag parental	CHO-K1 Ca antag	TAAR1 agonist	TAAR1 antagonist	M1 PAM parental	CHO parental Ca	M1 PAM	M1 antag	CHRM1 agonist
CSCCC(c1nnnn1-c1ccc2c(c1)OCCO2)N1CCC(n2c(=O)[nH]c3ccccc32)CC1 (stereo not given)	4.1	6	13	62*	18	.	-6	16	9
CCN1CCN(C(=O)COc2ccc3oc4c(c3c2)CCCC4)CC1	0.0	8	1	-11	-18	-14	-12	30	-8
C[C@]12C[C@H](O)[C@@H](O)CC1=CCC1C2CC[C@@]2(C)C1CC[C@@H]2O (stereo not given in full)	0.0	-4	3	3	3	-4	-2	3	6
Cc1nn(Cc2ccccc2)c(Cl)c1C(=O)Nc1ccc(OC(F)(F)F)cc1	4.9	1	1	25	12	-13	-10	15	-4
N/C(=N\[N+](=O)[O-])N/N=C/c1ccc(O)cc1	0.3	-17	18	-17	6	1	0	0	-2
Nc1ccccc1C(=O)c1ccccc1	0.3	-3	-1	-18	14	-11	8	-13	-8
Fc1ccc(CNCCc2ccc3c(c2)OCO3)cc1	1.0	-7	-1	7	10	-9	-8	17	-4
Cc1cc(/C=C2\C(=O)NC(=O)N(Cc3ccco3)C2=O)c(C)n1-c1ccc(O)cc1	0.2	7	21	-38	-4	-10	6	-8	-2
CCOC(=O)C1(CCOc2ccccc2)CCN(Cc2ccc(C)s2)CC1	8.1	18	18	-14	-14	-14	-10	23	-3
CN1CC[C@@]2(C)c3cc(O)ccc3N(C)C2O1 (stereo not given in full)	0.4	-16	.	.	11	-2	5	-11	-4
C=CCn1c(O)c(C(C)=NCc2cc(OC)cc(OC)c2)c(=O)[nH]c1=O	1.1	0	10	1	4	-12	1	-14	-1
CCOC(=O)C1(Cc2ccc(Cl)cc2)CCN(C(C)CCn2cccn2)CC1 (stereo not given)	7.8	5	7	-14	1	-3	-27	22	-15
S=C(NCCc1ccccc1)N1Cc2ccccc2-n2nncc2C1	2.2	13	6	14	-6	.	-9	7	-3
COc1cccc(-c2cc(C(F)(F)F)n3nc(C(=O)N4CCC5(CC4)OCCO5)cc3n2)c1	0.8	4	17	-6	-13	-20	-4	-2	-4
CC(=O)OC1(c2ccccc2)CC(C(C)(C)C)CN(C(C)(C)C)C1 (stereo not given)	-0.1	-15	3	-3	19	-4	-9	8	-2
CC(=O)c1cc(C(C)=O)c(C)[n+](C)c1C	0.2	-1	6	0	0	-6	-3	6	-4
Cc1ccc(N2C(=O)NC(=O)/C(=C/c3ccoc3)C2=O)cc1	5.1	-1	8	-1	18	.	13	-14	1
CC(C)(C)c1ccc(CN2C(=O)CN=C(c3ccccc3)c3ccccc32)cc1	3.6	-1	2	20	20	-1	-10	21	-8
Cn1cccc1/C=C1\C(=O)NC(=O)N(Cc2ccccc2)C1=O	0.8	-11	5	7	5	-18	-2	11	-1
S=C=Nc1ccccn1	0.6	-7	6	9	15	-3	10	-9	-3

(more compounds)
SMILES	M1 ag parental	CHO-K1 Ca antag	TAAR1 agonist	TAAR1 antagonist	M1 PAM parental	CHO parental Ca	M1 PAM	M1 antag	CHRM1 agonist
Cc1ccccc1-c1nc2ccccc2c(=O)n1C	-0.2	6	3	-4	-6	-9	-1	-4	-5
CN(C)C(=O)Oc1ccc2c(=O)c(Oc3ccccc3Br)coc2c1	7.0	11	2	11	3	-19	-4	11	-7
O=c1[nH]c(=S)n(-c2ccccc2F)c(O)c1C=NCc1ccco1	0.2	-8	0	4	12	-2	7	-13	0
O=C1NC(=S)NC(=O)C1C1CCCCC1	0.7	-10	1	-14	-2	2	12	-18	-1
CCCCn1c(O)c(C(C)=NCCN2CCCCC2)c(=O)[nH]c1=O	0.1	-5	2	-12	17	9	0	-12	-7
COC(=O)C1=C(c2ccc(F)cc2OCc2ccccc2)C[C@@H]2CC[C@H]1N2C	4.8	-13	9	8	8	-26	-11	13	-8
O=C1C(=O)N(c2ccccc2)P(=O)(N(CCCl)CCCl)N1c1ccccc1	0.5	-5	2	-20	12	.	2	0	0
COc1cc(OC)c(OC)cc1CNCCc1ccc(F)cc1	-0.1	3	5	-25	4	.	14	-21	-6
COC12CCC3(CC1C(C)(O)C(C)(C)C)[C@H]1Cc4ccc(OC5OC(C(=O)O)[C@@H](O)C(O)[C@H]5O)c5c4[C@@]3(CCN1CC1CC1)C2O5 (stereo not given in full)	0.2	-10	8	-30	-10	-13	22	-13	4
CCN(CC)CCCC(C)N=C(c1ccccc1)c1c(O)n(C)c(=O)n(C)c1=O (stereo not given)	0.1	0	5	-8	3	-21	-1	-16	-8
CC(C)NP(=O)(NC(C)C)OP(=O)(NC(C)C)NC(C)C	1.1	-8	0	-16	24	-11	4	-31	-3
CCOC(=O)C1(CCc2ccccc2)CCN(C(C)CSC)CC1 (stereo not given)	0.1	3	-1	-28	14	-23	-12	7	-8
COc1ccccc1OCC(=O)N1CCCC(N2CCN(c3ccc(F)cc3)CC2)C1 (stereo not given)	0.5	1	4	-16	1	.	-3	10	-4
Cc1ccccc1-n1c(O)c(/C=N/c2nccs2)c(=O)[nH]c1=O	0.2&0.3	4&-6	2&3	0&-10	14&5	-10&-8	12&5	-8&-2	-2&-4
CCOc1cc2c(cc1OCC)-n1cccc1C(c1ccccc1OC)NC2 (stereo not given)	2.3	5	7	1	-5	-21	-6	-2	-6
COc1cc2c(c(OC)c1OC)-c1ccc(O)c(=O)cc1[C@@H](N)CC2	-0.3	5	0	6	8	-13	5	-12	-3
C=CCn1c(O)c(C(C)=NCCC(c2ccccc2)c2ccccc2)c(=O)[nH]c1=O	0.4	-12	3	52*	8	-33	4	-3	-7
Cc1ccc(C2CC(=O)C(C=NCCN3CCN(C(=O)Cc4ccccc4)CC3)=C(O)C2)cc1 (stereo not given)	0.9	-19	14	-6	8	-16	4	-12	-4
Nc1nonc1C(=O)N/N=C/c1ccc([N+](=O)[O-])o1	0.1	1	2	0	10	-2	10	-6	-1
O=C1NC(=S)NC(=O)C1c1ccccc1	0.4	1	0	-14	2	.	16	-20	-2

Next part; the last two above are carried over.
SMILES	M1 ag parental	CHO-K1 Ca antag	TAAR1 agonist	TAAR1 antagonist	M1 PAM parental	CHO parental Ca	M1 PAM	M1 antag	CHRM1 agonist
Nc1nonc1C(=O)N/N=C/c1ccc([N+](=O)[O-])o1	0.1	1	2	0	10	-2	10	-6	-1
O=C1NC(=S)NC(=O)C1c1ccccc1	0.4	1	0	-14	2	.	16	-20	-2
O=c1[nH]c(O)c(C=NCCc2ccccc2)c(=O)[nH]1	3.3	-3	14	-6	16	-14	-3	6	-4
O=C(N/N=C/c1c(O)n(C2CCCCC2)c(=S)[nH]c1=O)c1ccccc1	-0.8	15	2	-29	3	-15	-10	6	-5
COc1cc(/C=C2\C(=O)NC(=O)N(c3ccccc3)C2=O)cc(OC)c1O	0.6	-32	11	-6	8	-9	3	2	-3
CC1CCC(C)(NS(=O)(=O)OCC(Cl)(Cl)Cl)CC1 (stereo not given)	-0.5	8	8	18	-14	-11	-12	17	-4
Cc1ccc(N/N=C/c2c(O)n(-c3ccccc3)c(=O)[nH]c2=O)cc1	-0.1	-8	4	-14	10	-16	8	-7	-2
